KDM5B inh: Primary screen for KDM5B Histone Demethylases FDH-coupled qHTS | KDM5B demethylase, FDH-coupled NADH fluorescence (FDH is formaldehyde dehydrogenase) | Potency, µM (series often up to 57.7 µM), inactives show at the top dose activity change, negative = inhibition, usual class: inhibitors | actives 2.6% (n = 220,000); active = well fitted inhibition curve with a large enough effect; inconclusive = small, poorly fitted or top-dose-only effect; inactive = no such curve, though single readings can be large or run the other way; note: 0% is about no effect; nearly all actives have a fitted effect of over 70% in size
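qHTS format, multiple compound concentrations. Buffer 50 mM HEPES pH 7.5/0.01% Tween-20; 200 nM KDM5BΔAP final; 10 min compound preincubation; substrate-mix levels 12.5 µM peptide, 25 µM α-KG, 0.25 mM NAD⁺; 30 min RT; ΔRFU.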
The depositor's hits bear a star; ? = inconclusive; [ ] = dose if it differs, or a comment. Potency is the fitted concentration of half-maximal effect.

Sample of the layout (23 entries):
no. | compound | KDM5B inh
1 | O=C(CNc1nc(Cl)nc2nc[nH]c12)NCCc1c[nH]c2ccc(F)cc12 | 11%
2 | CC(C)Cc1nc(NC(=O)Cn2nc3c(cc2=O)CCCCC3)n[nH]1 | 38%
3 | COc1ccc(-c2ccnc(-c3nnc(C)n3Cc3ccccc3)c2)cc1OC | 35µM*
4 | Cc1ccsc1C(=O)Nc1ccccc1SCc1ccccc1 | 1%
5 | COc1ccc(CN2CCC3(CC2)CNC(=O)c2ccccc2O3)cc1 | 14%[149 µM]
6 | Cc1cc(C(=O)NCC2Cn3cccc3CN2Cc2ccccc2)n[nH]1 (configuration not stated) | 32µM*
7 | COc1ccc2c(C)nc(Nc3nc(C)cc(=O)[nH]3)nc2c1 | -8%
8 | CCCn1cc(S(=O)(=O)c2ccccc2)c(=O)c2cc(F)c(N3CCCCCC3)cc21 | ?
9 | CCOc1ccc(N(C)S(=O)(=O)c2cc(-c3cc(C)no3)ccc2CC)cc1 | -1%
10 | O=C(NCC1(N2CCOCC2)CCCCC1)c1nn(-c2ccccc2)c(=O)c2ccccc12 | 14%
11 | COc1cc(/C=C/C(=O)c2cc3ccccc3o2)c2c(c1)CC(C)O2 (configuration not stated) | 3%
12 | O=C(CC12CC3CC(CC(C3)C1)C2)Nc1ccc2oc(-c3cccnc3)nc2c1 | -18%
13 | Cc1nc(C)c(C(=O)N2CCC(Cc3noc(-c4ccccc4)n3)C2)s1 (configuration not stated) | -12%
14 | CCOC(=O)c1ccc(NC(=O)c2cccc3c(=O)c4c([nH]c23)CCCC4)cc1 | -6%
15 | COc1ccc(C(=O)NCc2nnc3ccc(-c4ccc(Cl)cc4)nn23)c(OC)c1 | -3%
16 | CCC(=O)N1CCC(N2C(=O)C(O)C23CCCCC3)CC1 (configuration not stated) | 34%[activator]
17 | COc1ccc(OCCn2cc(C(=O)C3CCCCC3)c3ccccc32)cc1 | 15%
18 | O=C1CC(c2ccccc2)N(C(=O)Nc2ccccc2F)CCCCCN1 (configuration not stated) | 20%
19 | O=C(c1n[nH]c2ccccc12)N1CCCC1c1nc(CCOCC2CCCC2)no1 (configuration not stated) | -4%
20 | CCc1ccccc1NC(=O)c1ccccc1SCc1cccs1 | 17%
21 | COC(=O)CCNC(=O)c1ccc(C(C)(C)C)cc1 | 11%
22 | O=C(c1cnc2n[nH]c(-c3ccccc3)c2n1)N1CCOCC1 | 19%[86.2 µM]
23 | O=C1CCN(S(=O)(=O)c2ccccc2)CCCC(C(=O)NCCN2CCCC2)CCN1 (configuration not stated) | ?

This part in full, from the start:
no. | compound | KDM5B inh
1 | O=C(CNc1nc(Cl)nc2nc[nH]c12)NCCc1c[nH]c2ccc(F)cc12 | 11%
2 | CC(C)Cc1nc(NC(=O)Cn2nc3c(cc2=O)CCCCC3)n[nH]1 | 38%
3 | COc1ccc(-c2ccnc(-c3nnc(C)n3Cc3ccccc3)c2)cc1OC | 35µM*
4 | Cc1ccsc1C(=O)Nc1ccccc1SCc1ccccc1 | 1%
5 | COc1ccc(CN2CCC3(CC2)CNC(=O)c2ccccc2O3)cc1 | 14%[149 µM]
6 | Cc1cc(C(=O)NCC2Cn3cccc3CN2Cc2ccccc2)n[nH]1 (configuration not stated) | 32µM*
7 | COc1ccc2c(C)nc(Nc3nc(C)cc(=O)[nH]3)nc2c1 | -8%
8 | CCCn1cc(S(=O)(=O)c2ccccc2)c(=O)c2cc(F)c(N3CCCCCC3)cc21 | ?
9 | CCOc1ccc(N(C)S(=O)(=O)c2cc(-c3cc(C)no3)ccc2CC)cc1 | -1%
10 | O=C(NCC1(N2CCOCC2)CCCCC1)c1nn(-c2ccccc2)c(=O)c2ccccc12 | 14%
11 | COc1cc(/C=C/C(=O)c2cc3ccccc3o2)c2c(c1)CC(C)O2 (configuration not stated) | 3%
12 | O=C(CC12CC3CC(CC(C3)C1)C2)Nc1ccc2oc(-c3cccnc3)nc2c1 | -18%
13 | Cc1nc(C)c(C(=O)N2CCC(Cc3noc(-c4ccccc4)n3)C2)s1 (configuration not stated) | -12%
14 | CCOC(=O)c1ccc(NC(=O)c2cccc3c(=O)c4c([nH]c23)CCCC4)cc1 | -6%
15 | COc1ccc(C(=O)NCc2nnc3ccc(-c4ccc(Cl)cc4)nn23)c(OC)c1 | -3%
16 | CCC(=O)N1CCC(N2C(=O)C(O)C23CCCCC3)CC1 (configuration not stated) | 34%[activator]
17 | COc1ccc(OCCn2cc(C(=O)C3CCCCC3)c3ccccc32)cc1 | 15%
18 | O=C1CC(c2ccccc2)N(C(=O)Nc2ccccc2F)CCCCCN1 (configuration not stated) | 20%
19 | O=C(c1n[nH]c2ccccc12)N1CCCC1c1nc(CCOCC2CCCC2)no1 (configuration not stated) | -4%
20 | CCc1ccccc1NC(=O)c1ccccc1SCc1cccs1 | 17%
21 | COC(=O)CCNC(=O)c1ccc(C(C)(C)C)cc1 | 11%
22 | O=C(c1cnc2n[nH]c(-c3ccccc3)c2n1)N1CCOCC1 | 19%[86.2 µM]
23 | O=C1CCN(S(=O)(=O)c2ccccc2)CCCC(C(=O)NCCN2CCCC2)CCN1 (configuration not stated) | ?
24 | Cc1ccc(CNC(=O)c2sc3nc(-c4ccc(F)cc4)ccc3c2N)cc1 | ?
25 | CCOc1ccc(N2C(=O)N(Cc3ccc(C)cc3C)c3ccccc3S2(=O)=O)cc1 | 1%
26 | Cn1cnc(S(=O)(=O)N2CCCC(C(=O)NCc3ccc(Cl)cc3)C2)c1 (configuration not stated) | ?
27 | Cc1c(-c2ccc(F)cc2)[nH]c2ccc(CNC(=O)c3n[nH]c4c3CCCC4)cc12 | 10µM*
28 | Cc1cc(=O)[nH]c(SCC(=O)N2CCN(c3ccccc3)CC2)n1 | 10%
29 | CCCC(=O)OC1=CN(Cc2ccccc2)S(=O)(=O)c2ccccc21 | -11%
30 | O=C(Nc1nc(C23CC4CC(CC(C4)C2)C3)cs1)C1CCC1 | 9%
31 | Cc1cc(C)c2c(CC(=O)NCc3ccccc3)coc2c1 | 1%
32 | CC(C)CC(CC(C)C)=NNC(=O)COc1ccc(C#N)cc1 | -6%
33 | COc1cc(S(=O)(=O)N2CCc3c(nc[nH]c3=O)C2)c(OC)cc1C | -27%
34 | CCc1nc(-c2c3n(c(=O)n(Cc4cccc(C#N)c4)c2=O)CCCC3)no1 | 31%[activator]
35 | O=C(COc1ccc(F)cc1)N1CCCN(c2cc(-c3ccc(Br)cc3)[nH]n2)CC1 | -28%
36 | CCc1ccccc1N(C)C(=O)Cn1cnc2sc(C)c(S(=O)(=O)N3CCC(C)CC3)c2c1=O | -7%
37 | Nc1nc(NCCOCCO)nc(NCC2CCCO2)c1[N+](=O)[O-] (configuration not stated) | -11%
38 | Fc1ccc(-c2csc(NCc3ccco3)n2)cc1 | -5%
39 | Cc1cc(C(=O)N2CCC3(CC2)NCCc2c3[nH]c3ccccc23)n(C)n1 | -16%
40 | Cc1cc(C(=O)Nc2ccc(C)c(I)c2)c(C)o1 | ?
41 | CCC(=O)N1CCC(OC2CCN(C(=O)CC3CCCCC3)CC2)CC1 | 11%
42 | O=C(c1ccsc1)N1CCC2(CC1)NC(=O)N(Cc1ccccc1)C2=O | -1%
43 | Nc1ccccc1C(=O)NCCN1CCNC1=O | ?
44 | C/C(=N\NC(=O)c1ccccc1C)C(C)C | 23%
45 | Cc1ccc(F)cc1NC(=O)c1ccc(Cn2nc(N3CCN(c4ccccc4)CC3)ccc2=O)o1 | ?
46 | CCn1cc(S(=O)(=O)N2CCC(N3C(=O)[C@H](OC)[C@@H]3c3ccncc3)CC2)cn1 | 21%
47 | Cn1c(=O)[nH]c(=O)c2c1nc(N1CCN(Cc3ccccc3)CC1)n2CCc1ccccc1 | -9%
48 | Cc1ccc(S(=O)(=O)Nc2ccc3[nH]c(=O)sc3c2)cc1C | -11%
49 | O=c1cc(N2CCOCC2)oc2c(NCc3ccncc3)nccc12 | 35µM*
50 | CCn1c(=O)c2ccnn2c2ccc(C(=O)NCc3ccc(N4CCOCC4)cc3)cc21 | ?
51 | Cc1ccccc1-n1c(SCc2nc3ccccc3o2)nnc1N1CCOCC1 | -7%
52 | COc1ccc(CC(=O)N2CCC(n3cnnc3C3CC3)CC2)cc1Cl | 4%
53 | COc1ccccc1NC(=O)C1CCCN(c2ncnc3onc(-c4ccc(F)cc4)c23)C1 (configuration not stated) | -15%
54 | O=C(CSc1nc2ccccc2o1)OCC(=O)c1ccccc1 | 20%
55 | CCCn1c(=O)c2sc(N3CCCC3)nc2n(CC(=O)Nc2cc(C)ccc2OC)c1=O | 14%
56 | COc1cc2c(cc1OC)-c1cc(Nc3cccc(C)c3)nc(=O)n1CC2 | -5%
57 | COc1ccc(NC(=O)Cn2cnc3c(nc4n3CCCCC4)c2=O)cc1Cl | -8%
58 | COCc1nn2c(c1-c1ccccc1)NC(=O)CC2C(=O)Nc1ccc(F)c(F)c1 (configuration not stated) | 18%
59 | CCCc1c(C)nc(Nc2nc(C)c3ccc(C)cc3n2)[nH]c1=O | 12%
60 | CC(=O)NNC(=S)Nc1ccc(Cl)cc1 | -10%

Other results follow:
no. | compound | KDM5B inh
61 | COC(=O)[C@]12C[C@H](CC(=O)NCc3ccc(OC)c(OC)c3)C(=O)N(CCC3=CCCCC3)C1=C[C@H](C(C)C)O[C@@H]2C1CC1 | -18%
62 | CCn1cc2nc(SCc3cc(C)ccc3C)n(CCc3ccccc3)c(=O)c2n1 | -2%
63 | O=C(NCCCn1ccnc1)/C(=C/c1ccco1)NC(=O)c1ccco1 | 1%
64 | COc1ccc(NC(=O)C2CCCN(S(=O)(=O)c3cccc4nonc34)C2)cc1Cl (configuration not stated) | 5%
65 | CN(C)CCOC(=O)CCc1cc(C(C)(C)C)c(O)c(C(C)(C)C)c1 | 7%
66 | COC(=O)C(=CC(=CN(C)C)C=C(C(=O)OC)C(=O)OC)C(=O)OC | -67%
67 | CCC(C)NC(=O)Cc1csc2nc(C)c(-c3cc(C)n(-c4ccc(C(C)C)cc4)n3)c(=O)n12 (configuration not stated) | ?
68 | Cc1nc(CN2Cc3nc(-c4ccc5c(c4)OCO5)ccc3OCC2=O)cs1 | ?
69 | Cc1ccc(-c2nc(CNC(=O)C(C)(C)N)[nH]c2-c2ccccn2)cc1 | 6%
70 | CC(C)[C@@H]1CN(S(=O)(=O)c2cccc(C#N)c2)C[C@H]1NS(C)(=O)=O | 20%
71 | Cn1nccc1C(=O)N1CCc2c(n(CCOc3ccccc3)n(-c3ccccc3)c2=O)C1 | 7%
72 | Cc1ccc(-n2cc(-c3ccccc3)c3c(NC4CCCC4)ncnc32)cc1 | ?
73 | NC(=O)c1nsc(C(=O)N(c2cccc(F)c2)C(C(=O)NC2CCCC2)c2ccco2)c1N (configuration not stated) | ?
74 | COc1ccccc1NC(=O)N1CC(C(=O)N(C)C)C2(CCOCC2)C1 (configuration not stated) | -12%
75 | CC[C@H]1CN(C(=O)c2cccnc2)CC[C@H]1CC(=O)N(C)CCC#N | -8%[86.2 µM]
76 | Cc1c(CCNC(=O)C(C)(C)C)sc2nc(-c3ccc(F)cc3)nn12 | -7%
77 | CC1=C(C(=O)OC2CCCCCC2)C(c2ccc(Cl)cc2Cl)CC(=O)N1 (configuration not stated) | -8%
78 | CCOc1ccc(/C=N/OCc2ccc(F)cc2Cl)cc1OC | -18%
79 | COc1ccccc1OCC(=O)NCCS(=O)(=O)N1CCN(c2ccccc2OC)CC1 | 2%
80 | COc1cc(OC)c(C(=O)OCC(=O)Nc2c(C(C)C)cccc2C(C)C)cc1OC | -7%
81 | CC(C)NC(=O)CCn1c(SCc2c(F)cccc2Cl)nc2c(sc3ccccc32)c1=O | -23%
82 | O=C(NCc1ccccc1)c1cnc2n1CCN(Cc1c[nH]c3ccccc13)CC2 | -6%[86.2 µM]
83 | Cc1nc([C@H]2CCN(Cc3cn(C)c4ccccc34)C[C@H]2NC(=O)C2CC2)n[nH]1 | -26%
84 | Cn1cccc1C(=O)N1CCCN(Cc2ccncc2)C(c2ccccc2)CC(=O)NCC1 (configuration not stated) | ?
85 | COCCn1c(C)cnc1CCNS(=O)(=O)c1cccc(OC)c1 | 15%
86 | COc1ccc(C(=O)NC2CCCc3c2[nH]c2c(Cl)cccc32)cc1OC (configuration not stated) | ?
87 | CN(C)CCCN(Cc1ccc2c(c1)OCO2)C(=O)NC1CCCCC1 | 2%
88 | Cc1nc(C(C)(C)C)nc2sc(C(=O)N3CCCCC3)c(C)c12 | 23%
89 | CC[C@H]1CN(C(=O)c2ccnc(Cl)c2)CC[C@H]1CC(=O)NCc1ccc(OC)cc1 | 3%[86.2 µM]
90 | COC1CN(c2cccc(F)c2)C12CCN(C(=O)NCCc1ccccc1)CC2 (configuration not stated) | 24%
91 | CN(Cc1cc(-c2cccs2)n[nH]1)C[C@@H]1CCCN2CCCC[C@H]12 | -17%
92 | COc1cccc(C(CC(=O)Nc2cccc(-c3ccno3)c2)n2cccc2)c1 (configuration not stated) | -6%
93 | CN1CCC(C(=O)N2CCC3(CC2)CN(C(=O)Cc2cccc(Cl)c2)CCO3)CC1 | 32%[activator][115 µM]
94 | CCn1cc(-c2ccc(C)cc2)cc1C(=O)NC(C)c1ccccn1 (configuration not stated) | -3%
95 | CC(C)c1nc2sc3c(SCCN(C)C)ncnc3c2c2c1CCC2 | -5%
96 | COc1ccccc1-n1c(SCC(=O)NC(C)C)nc2ccsc2c1=O | 5%
97 | N#CCCN(CCC#N)C(=O)CSc1ncc(-c2ccc(F)cc2)o1 | 22%
98 | COc1ccccc1OCC(=O)Nc1cc(-c2ccccc2)no1 | 9%
99 | CCn1c(SCC(=O)Nc2ccccc2)nc2c([nH]c3ccccc32)c1=O | -3%

High-throughput results deposited in PubChem by National Center for Advancing Translational Sciences (NCATS).

Not all compounds are listed. The share of hits here may be higher or lower than overall.
